aSyn tox rescue: rescues yeast growth from alpha-synuclein toxicity | S. cerevisiae alpha-synuclein toxicity rescue, BacTiter-Glo growth, 24 h | hit rate 0.02% among 94,000 | Potency, µM (highest dose often 46.1 µM), inactives show top-dose growth rescue (activation), hits mostly activators | AID 1347070; active = well fitted activation curve with a large enough effect; also: 0% is about no effect
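Growth restoration measured by BacTiter-Glo luminescence after 24 hr at 30 deg C; alpha-synuclein yeast, raffinose-pregrown to mid-log, were added at OD600=0.02 in galactose medium onto pinned compounds.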
Active calls of the source: *; & = joins results of further samples; [ ] = another dose, or the depositor's remark. Potency is read from the fitted curve at half-maximal effect.

| SMILES | aSyn tox rescue |
| --- | --- |
| COc1ccc(N2CCN(C(=O)c3cccn4c(=O)c5ccc(Cl)cc5nc34)CC2)cc1 | -6% |
| O=S(=O)(c1ccc(-n2cnnn2)cc1)N1CCN(c2cccc(Cl)c2)CC1 | -5% |
| COc1ccc(C(=O)Nc2ccc3nc4c(c(Nc5ccc(OC)c(OC)c5)c3c2)CCCC4)c(OC)c1 | 3% |
| C[C@@H]1CN([C@H](C)CO)C(=O)CCCn2nncc2CO[C@H]1CN(C)C(=O)OCc1ccccc1 | -3% |
| Cc1cccc(-c2cc(C(=O)N/N=C/c3cccnc3)c3ccccc3n2)c1 | -11% |
| COc1ccc(OC)c(NC(=O)C2=C(C)C(=O)OC23CCN(C(C)C)CC3)c1 | -5% |
| CC(=O)Cc1cc(=O)c2c(C)cc(O)c(C3OC(CO)C(O)C(O)C3O)c2o1 (stereo unspecified) | 2% |
| COCCNC(=O)CSc1nc(-c2ccc(F)cc2)[nH]c1-c1ccc(Cl)cc1 | 0% |
| Cc1nc(SCc2ccc(Cl)cc2)c(C#N)c(C)c1Cl | -3% |
| C/C(=N\NC(=O)c1ccc(N2CCCC2=O)cc1)c1ccncc1 | -9% |
| CCOCCCN1C(=O)CN(C2CCCCCC2)C(=O)C1c1ccc(OCC)c(OC)c1 (stereo unspecified) | -10% |
| NC(=O)c1c(NC(=O)c2noc3c2CCCC3)sc2c1CCCC2 | -17% |
| O=C(c1ccc(Sc2ccccc2)c([N+](=O)[O-])c1)N1CCOCC1 | -12% |
| Cc1cccc2c(=O)cc(CSCC(=O)Nc3ccc(Cl)cc3)[nH]c12 | -5% |
| O=C(Cc1ccccc1)Nc1sc2c(c1C(=O)Nc1ccccc1Cl)CCCC2 | -6% |
| Cc1ccc2nc(CSc3nnc(Nc4ccccc4F)s3)cc(=O)n2c1 | -5% |
| O=c1oc2ccccc2c(Nc2ccccc2)c1CN1CCCCC1 | 5% |
| CSc1nnc(C(C)(C)C)c(=O)n1/N=C/c1ccccc1 | 11% |
| CC1=C2C3OC(=O)C(C)C3CCC2(C)C=C(Br)C1=O (stereo unspecified) | -2% |
| O=C(NCc1ccc2c(c1)CCN2C(=O)c1ccc(F)cc1)c1c(F)cccc1F | 1% |

The list continues:
| SMILES | aSyn tox rescue |
| --- | --- |
| Cc1csc(SCC(=O)N(C)C2CCS(=O)(=O)C2)n1 (stereo unspecified) | 13% |
| CCOc1ccc(-c2noc(CSc3nnc(Cc4ccccc4)n3-c3cccc(C)c3)n2)cc1 | 14% |
| O=C(c1cccn1-c1nnc(N2CCCC2)s1)N1CCN(c2ccccc2)CC1 | -2% |
| COCOCCn1cc(CN2CCS(=O)(=O)N(Cc3ccc(-c4ccc(OC)cc4)cc3)C(C(C)C)C2=O)nn1 (stereo unspecified) | 8% |
| CC(C)N1CCc2c(sc(NC(=O)Cc3ccccc3)c2C(N)=O)C1 | 6% |
| COc1ccc(CNC(=O)c2cccc(S(=O)(=O)N3CCN(C)CC3)c2)cc1 | -4% |
| COc1ccc(S(=O)(=O)Nc2cc3c(cc2N2CCOCC2)n(C)c(=O)n3C)cc1 | -7% |
| O=C(NCCNC(=O)c1cc(Cl)ccc1Cl)c1ccccn1 | 12% |
| Cc1ccccc1NC(=O)CSc1nc2c(oc3ccccc32)c(=O)n1-c1ccccc1F | 3% |
| CCn1cc(C(=O)NCc2ccccc2Cl)cn1 | -4% |
| c1ccc(CNc2c3c(nc4ncnn24)CCC3)cc1 | 4% |
| C=CCSc1nc(=O)n2ccc(C)cc2n1 | -10% |
| CN(C(=O)c1cc2c(cc1Br)OCO2)c1cccc2ccccc12 | 21% |
| O=C(c1cccc(S(=O)(=O)N2CCc3ccccc32)c1)N1CCN(c2ccccc2)CC1 | -12% |
| COc1cc(C(=O)N2CCN(S(=O)(=O)c3cccc(F)c3)CC2)ccc1OCC(=O)N1CCOCC1 | 1% |
| CCN(CC)CCCNc1ncnc2c1cnn2-c1ccc(C)c(C)c1 | 5% |
| COc1ccc(CNC(=O)CN2C(=O)CC(c3ccc(C)c(C)c3)=Nc3ccccc32)cc1 | -9% |
| Clc1cccc(N2CCN(c3nc4ccccc4n4cnnc34)CC2)c1 | 7% |
| CN(c1ccc(F)cc1)S(=O)(=O)N1CCCC(C(=O)NCc2cccc(Br)c2)C1 (stereo unspecified) | 26% |
| CCc1ccc(S(=O)(=O)c2nnn3c2nc(N2CCCC2)c2sccc23)cc1 | -6% |

(list continues)
| SMILES | aSyn tox rescue |
| --- | --- |
| COc1ccc(NC(=O)COC(=O)C2CC(=O)N(c3ccc(OC(C)C)cc3)C2)cc1 (stereo unspecified) | -1% |
| CC(=O)c1c(C)[nH]c(C(=O)NCC2CCCCC2)c1C | 3% |
| COc1ccc(-c2nc(Cn3c(SCc4ccccc4F)nc4cccnc43)c(C)o2)cc1 | 8% |
| COc1ccc(CNCCSc2nnnn2-c2ccccc2)c(OC)c1 | 5% |
| N#C/C(=C\c1ccc(-c2ccc(C(=O)O)cc2)o1)c1nc2ccccc2[nH]1 | -2%&-7% |
| CSc1ncnc2c1ncn2CCCNCCCc1ccccc1 | 2% |
| C#CCOc1ccc(-c2nnc(Nc3ccc(NC(C)=O)cc3)c3ccccc23)cc1 | -5% |
| COc1ccc(Cl)cc1NC(=O)CSc1nc(=O)[nH]c2c1CCCC2 | 2% |
| Cc1cc(C)c2c(n1)SCC(=O)N2CC(=O)Nc1cccc(Cl)c1 | 0% |
| O=C(Cn1cc(S(=O)(=O)Cc2ccc(F)cc2)c2ccccc21)NCc1ccccc1Cl | -9% |
| CCn1cc(S(=O)(=O)c2ccc(C)cc2)c(=O)c2cc(F)c(N3CCCCCC3)cc21 | 5% |
| COc1cccc(CNC(=O)c2ccc3oc(=O)n(Cc4ccccc4)c3c2)c1 | 12% |
| COc1ccccc1N1CCN(C(=O)CNS(=O)(=O)c2ccc(Br)s2)CC1 | 2% |
| CCN1CCN(c2ccc([N+](=O)[O-])c(Sc3nc4ccccc4[nH]3)c2)CC1 | 0% |
| O=C(Nc1ccc(Cl)cc1)c1cc(S(=O)(=O)N2CCc3ccccc32)ccc1F | 4% |
| Cc1ccc(C2=CC(c3ccccc3F)n3c(nc4ccccc43)N2)cc1C (stereo unspecified) | -14% |
| Cc1oc(-c2cccc(Br)c2)nc1CN1CCC(C(=O)NCCc2ccc(Cl)cc2)CC1 | -4% |
| COc1ccccc1CNCC(=O)Nc1cc(S(=O)(=O)N2CCCCCC2)ccc1Cl | 9% |
| CCOc1ccccc1N1CC(c2nc3ccccc3n2CCOc2ccc(OC)cc2)CC1=O (stereo unspecified) | 7% |
| CCN(C(=O)CN1C(=O)c2ccccc2S1(=O)=O)C1CCCCC1 | -8% |

(further entries)
| SMILES | aSyn tox rescue |
| --- | --- |
| Cc1ccc(CCNc2ncnc3onc(C)c23)cc1 | -4% |
| CN(Cc1ccccc1)C(=O)COC(=O)c1c[nH]c2ccccc12 | -7% |
| COc1ccccc1N1CCN(S(=O)(=O)CCNC(=O)COc2ccc(F)cc2)CC1 | 0% |
| CCOC(=O)Cc1ccc(NC(=O)N(Cc2ccc(CC)cc2)Cc2cn[nH]c2-c2ccc(OC)cc2)cc1 | 4% |
| Cn1c(=O)c2c(ncn2CC(=O)N2CCCCCC2)n(C)c1=O | 13% |
| CCC(Sc1nncn2c1cc1occc12)C(=O)Nc1ccc(C)c(Cl)c1 (stereo unspecified) | 10% |
| CCCCN(C(=O)c1cccc(S(=O)(=O)N2CCN(C)CC2)c1)c1c(N)n(CCC)c(=O)[nH]c1=O | 10% |
| N#Cc1ccccc1NC(=O)C(=O)NCCc1csc(-c2ccc(C(F)(F)F)cc2)n1 | 5% |
| COc1cccc(C(=O)NC(=O)Nc2ccc(-n3nc(C(F)(F)F)cc3C(F)(F)F)cc2)c1 | -10% |
| COc1ccc(OCC(=O)Nc2ccc3c(c2)nc(CCN2CCN(c4ccccn4)CC2)n3C)cc1 | 4% |
| Cc1cc(Cl)ccc1-n1c(CCC(=O)O)ccc1-c1cccs1 | -66%[inhibitor] |
| Cc1cccc(NC(=O)CN2c3ccccc3S(=O)(=O)c3ccccc32)c1C | -6% |
| COc1ccccc1CNC(=O)c1cn(C)c2ccc(S(=O)(=O)N3CCCC3)cc2c1=O | 1% |
| Cc1cc(OCC(=O)Nc2ncn[nH]2)ccc1Cl | -10% |
| COc1ccc(-n2ncc(C(=O)NCCc3ccsc3)c2C2CCN(C(=O)OC(C)(C)C)CC2)cc1 | 2% |
| O=C(O)c1ccccc1CSc1nnc2c(n1)[nH]c1ccccc12 | 4% |
| CCN1CCN(C(=O)Cn2c(=O)sc3ccccc32)CC1 | 6% |
| CC1CCc2c(sc3nnn(CCCCOc4ccc(Cl)cc4)c(=O)c23)C1 (stereo unspecified) | -9% |
| CCc1nnc(NC(=O)CSc2nc3cc(OC)ccc3cc2C)s1 | 0% |
| Cc1cccc(C(=O)N(Cc2nc(-c3ccc(Cl)cc3)no2)C(C)C)c1 | 1% |

Next part.
| SMILES | aSyn tox rescue |
| --- | --- |
| CC(=O)c1cn(C)c(=O)[nH]c1=O | -3% |
| CCN(CC)S(=O)(=O)c1ccc(C(=O)Nc2nnc(NC(=S)Nc3ccccc3)s2)cc1 | -6% |
| CC(C)(C)c1cc[n+](-c2[nH]c(=O)sc2/C=N/NC(=O)c2ccccc2[O-])cc1 | -11% |
| CCCCn1c(NCc2cc(Br)ccc2O)nc2ccccc21 | -1% |
| COc1cc(/C=N/n2c(-c3cc(C)[nH]n3)n[nH]c2=S)ccc1O | -3% |
| COc1ccccc1CNc1ncnc2sccc12 | -8% |
| CCOc1ccc(OCC)c(NS(=O)(=O)c2ccc3c(c2)CCCN3C(C)=O)c1 | 5% |
| CCCCNC(=O)c1ccc(-c2nc(CN3CCc4ccccc43)c(C)o2)cc1 | -8% |
| Cc1c(S(=O)(=O)NCCc2ccccc2)c(=O)n(C)c(=O)n1C | -9% |
| COc1cccc(Nc2sc(C(=O)c3ccc(F)cc3)c(N)c2C(=O)NCc2ccc(C)cc2)c1 | -46%[inhibitor] |
| CN1CCc2nc3sc(C(=O)Nc4c(F)cccc4F)c(N)c3cc2C1 | -54%[inhibitor] |
| Cc1c(Cl)cccc1NS(=O)(=O)c1ccc2[nH]cc(C(=O)NC3CCCC3)c(=O)c2c1 | 9% |
| C[C@@H]1CN([C@@H](C)CO)C(=O)CCCn2nncc2CO[C@H]1CN(C)C(=O)Nc1ccnc(N2CCOCC2)c1 | 2% |
| COc1ccc2cc(S(=O)(=O)Nc3ccccn3)ccc2c1 | 2% |
| CCC(=O)Nc1ccc(C(=O)CSc2nnc(-c3ccc(NS(=O)(=O)CC)cc3)o2)cc1OC | -4% |
| COC(=O)C1=C(C)N(c2ccc(F)cc2)/C(=C/c2ccc(O)cc2)C1=O | 7% |
| COc1ccccc1NC(=O)CSc1nc(-c2ccccc2F)nc2cc(=O)[nH]n12 | -5% |
| O=C(CCc1nc(-c2ccccc2F)no1)Nc1cccc(C(F)(F)F)c1 | 4% |
| Cc1cccc(CN2CCC(CNc3ncnc4onc(-c5ccc(Cl)cc5)c34)CC2)c1 | 8% |
| COc1ccc(OC)c(/C=C/c2nc3ccccc3[nH]c2=O)c1 | -16% |

An excerpt of these results, as labelled records.
smiles: COc1ccc(Cl)cc1NC(=O)CSc1nc(=O)[nH]c2c1CCCC2
  aSyn tox rescue = 2%
smiles: Cc1cc(C)c2c(n1)SCC(=O)N2CC(=O)Nc1cccc(Cl)c1
  aSyn tox rescue = 0%
smiles: O=C(Cn1cc(S(=O)(=O)Cc2ccc(F)cc2)c2ccccc21)NCc1ccccc1Cl
  aSyn tox rescue = -9%
smiles: CCn1cc(S(=O)(=O)c2ccc(C)cc2)c(=O)c2cc(F)c(N3CCCCCC3)cc21
  aSyn tox rescue = 5%

Next section.
| SMILES | aSyn tox rescue |
| --- | --- |
| CC(=O)NC(C)c1nc2ccccc2n1C(C)C (stereo unspecified) | 9% |
| CCc1ccc(OCC(=O)NCc2nc(-c3cccc(C)c3)no2)c(Br)c1 | 0% |
| Cc1cc(C)c2c(n1)nn1c(C)c(CCC(=O)Nc3ccc(C)c(Cl)c3)c(C)nc21 | -6% |
| CS(=O)(=O)N1c2cccc3cccc(c23)S1(=O)=O | -4% |
| CCc1ccc(C(=O)COC(=O)C(Cc2c[nH]c3ccccc23)NC(=O)c2ccc(Br)cc2)cc1 (stereo unspecified) | -8% |
| O=c1n(Cc2ccc(F)cc2Cl)c2ccccc2c2nc(-c3ccccc3)nn12 | -7% |
| O=C(Nc1ccc(S(=O)(=O)Nc2nccs2)cc1)c1cc(-c2ccccc2)nc2ccccc12 | 7% |
| CCn1cc(C(=O)NCCc2ccc(OC)c(OC)c2)c(=O)c2cc(S(=O)(=O)N(C)C3CCCCC3)ccc21 | 1% |
| CCOC(=O)C1CCCN(C(=O)Cn2ncc3c(C)n(Cc4ccccc4Cl)c(C)c3c2=O)C1 (stereo unspecified) | 5% |
| CCOc1ccc(NC(=O)C2CCN(S(=O)(=O)c3cc(-c4noc(C)n4)ccc3C)CC2)cc1 | 1% |
| COc1ccc(CCNC(=O)CCCn2c(=O)c3cccn3c3ccc(F)cc32)cc1OC | 6% |
| O=C(Nc1ccc2c(c1)N(C1CCCC1)C(=O)c1ccccc1S2)c1ccc(F)cc1 | -1% |
| COc1cccc(-n2cc(CN(C)C(=O)C3CCC(=O)N(C4CC4)C3)cn2)c1 (stereo unspecified) | -1% |
| COc1cc(OC)cc(C(=O)NCCS(=O)(=O)N2CCN(Cc3ccccc3)CC2)c1 | -9% |
| CCOc1ccc(CNC(=O)CCCn2nc(C)c3c(C)n(-c4ccc(C)cc4)nc3c2=O)cc1 | -2% |
| COc1cccc(CSc2nc3ccncc3[nH]2)c1 | -18% |
| Cc1ccccc1OCC(=O)Nc1ccc(-c2nc3ccccc3o2)cc1 | 4% |
| CC(=O)Nc1nonc1-c1nnc(SCC(=O)Nc2ccc(F)cc2F)n1-c1ccccc1 | 3% |
| Cc1cc(NC(=O)C2CCCN(S(=O)(=O)c3ccc(Br)s3)C2)ccc1Br (stereo unspecified) | -7% |
| O=C(CSc1nc2c(c(=O)[nH]1)CCC2)Nc1ccccc1C(F)(F)F | 6% |
| CCOc1ccc(C(=O)CC(Sc2ccc(C)cc2)C(=O)O)cc1 (stereo unspecified) | -2% |

Compound activity deposited in PubChem BioAssay by National Center for Advancing Translational Sciences (NCATS).

This is a subset, so the mix of outcomes need not match the whole.
